Lipid storage S3: qHTS Assay for Lipid Storage Modulators in Drosophila S3 Cells; Drosophila S3 cells, BODIPY lipid droplet fluorescence, 18-24 h; cells fed with added oleic acid; Potency in µM for hits, for the others lipid storage change, negative = inhibition, % at the top dose, mostly 46.1 µM; 320,000 compounds, 0.64% hits; AID 2685; active means well fitted inhibition curve with a large enough effect in the signal ratio, with a control signal flat, not every such curve was filed as active; inconclusive means small, poorly fitted or top-dose-only effect, or effect the other way, or a change in a side signal; the % refers to the signal ratio
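Drosophila S3 cells loaded with oleic acid (400 uM, as added) and compounds at several concentrations; lipid droplets imaged by 488-nm laser-scanning cytometry, 500–530 nm intensity and object ratio to cell channel. Percent activity normalized to 20 uM Triacsin C.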
Lipid storage S3 cell count max: recorded beside Lipid storage S3, whose call it bears; cell number change, %; measured here: cell count max response;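 cells counted by Cell Tracker Red CMTPX staining in the red channel; peak over a dose series mostly up to 46.1 µM; percent activity relative to internal control wells on each plate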
Active calls of the source: *; i = inactive; ? = inconclusive; nt = not tested or not shown; [ ] = remark or other dose. On the % scale 0 is the no-effect control and ±100 the full control effect; potency means the concentration at half of the fitted maximal effect.

SMILES	Lipid storage S3	Lipid storage S3 cell count max
CCN1C(=O)[C@H]2[C@@H](c3ccc(OC)cc3)N3C(=O)CN(CCOC)C(=O)[C@@]3(C)[C@H]2C1=O	?	nt
CCOc1cc(C)ccc1OCc1nnc(SCC(=O)c2cccc([N+](=O)[O-])c2)n1CC	i	-10
COc1ccccc1N1CCN(CC(O)COc2ccc3c(c2)OCO3)CC1 (centres undefined)	?	nt
O=S(=O)(Nn1cnnc1)c1ccccc1	-2%	1
Cc1cc(=O)oc2c(CN3CCN(C)CC3)c(O)c(Cl)cc12	?	nt
Cc1ccc(S(=O)(=O)N2CCC(C(=O)OCCOc3ccccc3)CC2)cc1C	25%	nt
O=C(NCCCCc1ccccc1)c1cccc(Br)c1	-12%	-13
CC(=O)c1c(C)[nH]c(C(=O)OCC(=O)N2CCc3ccccc32)c1C	i	nt
COc1ccc(C(=O)COC(=O)c2cccc(-n3cnnn3)c2)c(OC)c1	?	nt
CCOc1cc(/C=C2/NC(=O)N(CC(=O)Nc3cccc(C)c3)C2=O)ccc1O	-4%	-7
CCCCn1c(N)c(N(CC(C)C)C(=O)C2CCN(c3ncnc4sc(C)c(C)c34)CC2)c(=O)[nH]c1=O	?	nt
OCCN(CC#CC(O)(c1ccccc1)c1cccc(F)c1)CCO (centres undefined)	5%	-1
CC(C)CCNC(=O)Cc1csc(-c2ccccc2)n1	-6%	-4
O=C(Nc1ccc(F)cc1)c1ccc(-n2cncn2)c([N+](=O)[O-])c1	?	nt
O=C(NCc1ccco1)c1cc2sccc2n1Cc1ccccc1	?	nt
COc1ccc(/C=N/NC(=O)c2cccc([N+](=O)[O-])c2)cc1OS(=O)(=O)c1ccc(C)cc1	?	nt
Cc1ccc2c(c1)c1c(n2CC(O)CN2CCCCC2C)CCCC1 (centres undefined)	i	-21
COc1cccc(Nc2cc(C)nc3nc(C)nn23)c1	?	nt
Cc1ccc(S(=O)(=O)Oc2ccc3c(c2)O/C(=C\c2cccnc2)C3=O)cc1	?	nt
CC(=O)Nc1cccc(NC(=O)CSc2nnc(NC(=O)c3ccco3)s2)c1	?	nt
CCNC(=S)NC1CC2CCCC(C1)N2Cc1ccc(C)cc1 (centres undefined)	?	nt
O=C(Nc1cccnc1Cl)C1CCCN(c2ncnc3c2nc2n3CCCCC2)C1 (centres undefined)	?	nt
CCOc1cccc2cc(C(=O)Nc3cc(C)on3)c(=O)oc12	14%	13
O=C(NNc1cc(N2CCCC2)nc(N2CCCC2)n1)c1ccc([N+](=O)[O-])cc1	?	nt

Exported as labelled records: entries from further up
O=C(NCc1ccco1)c1cc2sccc2n1Cc1ccccc1
  Lipid storage S3 = ?; Lipid storage S3 cell count max = nt

O=C(Nc1cccnc1Cl)C1CCCN(c2ncnc3c2nc2n3CCCCC2)C1 (centres undefined)
  Lipid storage S3 = ?; Lipid storage S3 cell count max = nt

The results go on:
SMILES	Lipid storage S3	Lipid storage S3 cell count max
O=S(=O)(CS(=O)(=O)c1ccc(Cl)cc1)c1ccc(Cl)cc1	?	nt
O=C(NCCCN1CCN(CCCNC(=O)c2ccc(F)cc2)CC1)c1ccc(F)cc1	i	nt
O=C(CN1CCc2ccccc2C1)Nc1ccccc1C(=O)NC1CC1	?	nt
Cc1ccc(NC(=O)c2ccc(S(=O)(=O)NCC3CCCO3)cc2)cc1 (centres undefined)	?	nt
COc1ccc(Nc2cc(C(=O)NCc3ccco3)c3ccccc3n2)cc1	?	nt
Cc1ccc(CN2CCN(Cc3nc4c(s3)CCCC4)CC2CCO)cc1 (centres undefined)	?	nt
COc1ccc(C(=O)N/N=C(\C)c2ccccn2)cc1OC	?	nt
CCc1nc(CNC(=O)C2CCC(=O)N(CCc3cccc(F)c3)C2)no1 (centres undefined)	i	nt
Cc1cc(C)c(C(=O)N2CCCC(CNS(=O)(=O)c3cccs3)C2)o1 (centres undefined)	?	nt
Cc1ccc(C)c(OCCCCCn2ccnc2)c1	?	nt
COc1ccc(OCC(=O)N2CCN(c3nnc(-c4ccccc4)c4ccccc34)CC2)cc1	13%	-7
COc1ccc(S(=O)(=O)N(CC(=O)N2CCN(C)CC2)C2CCCCC2)cc1OC	?	nt
O=C(NCC(c1ccco1)N1CCCCC1)C(c1ccccc1)c1ccccc1 (centres undefined)	-4%	-1
COc1ccccc1C(=O)NCCC(=O)Nc1ccc(S(=O)(=O)Nc2ncccn2)cc1	?	nt
COc1ccc(/C=C(/C(=O)c2ccc(Cl)cc2Cl)n2cncn2)cc1	?	nt
Cc1ccccc1NC(=S)N(Cc1cccnc1)Cc1ccccc1Cl	i	nt
O=C(NCCn1cc(SCc2ccc(F)cc2)c2ccccc21)c1ccccc1F	17%	-11
Cc1cc(C)c2[nH]c(=O)c(CN(CC3CCCO3)C(=O)C3CCCO3)cc2c1 (centres undefined)	?	nt
N#CCSc1nnc(Cc2cccc3ccccc23)n1C1CCCCC1	-7%	10
CCn1c(=NC(=O)c2cccc(N3C(=O)CCC3=O)c2)sc2c(C)ccc(OC)c21	26%	-20
CCOC(=O)C(C)On1c(-n2nc(C)cc2C)nc2ccccc2c1=O (centres undefined)	?	nt
CCOC(=O)Cc1csc(NC(=O)CSc2ccc(Br)cc2)n1	?	nt
COC(=O)c1ccc(CSc2nc3sc4c(c3c(=O)n2C)CCCC4)o1	?	nt
Cc1cc(C)c(C)c(S(=O)(=O)N2CCC(C(=O)NCCCN3CCOCC3)CC2)c1C	?	nt
COc1ccc(/C=N/NC(=O)c2ccc(Cl)cc2)cc1COC(C)=O	?	nt
Cc1ccc2nccc(C(=O)N3CCCC(Nc4ccc(C)c(C)c4)C3)c2c1 (centres undefined)	i	nt
COc1ccc2nc(N3C(=O)/C(=C/c4ccc(Cl)cc4)NC3=S)sc2c1	23%	29
COC(=O)c1cc(NS(=O)(=O)c2ccc(NCc3cccnc3)c([N+](=O)[O-])c2)cc(C(=O)OC)c1	15%	3
COc1ccccc1CNC(=O)c1ccc(OCC2CCCO2)cc1 (centres undefined)	8%	1
CC(C)(C)c1ccc(C(=O)NCC(=O)OCN2C(=O)c3ccccc3C2=O)cc1	0%	5
O=C(Nc1ccc(F)cc1)N(CCCN1CCOCC1)Cc1cc2cc3c(cc2[nH]c1=O)OCO3	3%	4
N/C(=N\OC(=O)CCCc1ccccc1)c1ccc([N+](=O)[O-])cc1	5%	1
COc1ccc(CN(CC(=O)NCC2CCCO2)C(=O)CCC(=O)Nc2cc(C)ccn2)cc1 (centres undefined)	?	nt
Cc1ccnn1CCC(=O)N1CCCC(N2CCN(c3cccc(Cl)c3)CC2)C1 (centres undefined)	?	nt
COc1ccc(C(C(=O)NCC2CCCO2)N(C(=O)CNC(=O)c2cccs2)c2ccccc2)cc1OC (centres undefined)	23%	3
COCCOC(=O)c1c(C)oc2ccc(OC(=O)c3ccc4c(c3)OCO4)cc12	i	nt

The last two entries of the section before open the next one.
SMILES	Lipid storage S3	Lipid storage S3 cell count max
COc1ccc(C(C(=O)NCC2CCCO2)N(C(=O)CNC(=O)c2cccs2)c2ccccc2)cc1OC (centres undefined)	23%	3
COCCOC(=O)c1c(C)oc2ccc(OC(=O)c3ccc4c(c3)OCO4)cc12	i	nt
O=C1CCCN1c1ccc(S(=O)(=O)Nc2cccnc2)cc1	?	nt
Cc1cccc(-n2c(SCC(=O)Nc3nnc(C)s3)nnc2-c2ccoc2C)c1	?	nt
CCN(CC(=O)NCc1ccc(F)cc1)C(=O)c1ccc(C(=O)c2ccccc2)cc1	?	nt
COc1ccc(C(=O)NCc2nnc(SCC(=O)N3CCc4ccccc43)n2Cc2ccccc2)cc1	?	nt
O=c1c(-c2ccc(Br)cc2)coc2c(CN3CCOCC3)c(O)ccc12	?	nt
CCN1CCCC1CNC(=O)c1ccc(CS(=O)(=O)c2ccccc2C)o1 (centres undefined)	?	nt
COc1ccccc1CN1CN(S(=O)(=O)c2ccccc2)c2nc3ccccc3nc21	?	nt
c1cncc(-c2nnc(SCc3cccc4ccccc34)o2)c1	?	nt
Cc1nn(C)c(C(=O)NN)c1Cl	27%	22
CCOc1ccc(Cc2nnc(SCC(=O)Nc3c(C)cccc3C)[nH]c2=O)cc1	17%	15
FC(F)C(F)(F)C(F)(F)C(F)(F)c1cc(-c2ccccc2)n[nH]1	?	nt
COc1cc(C(=O)NNC(=O)c2cc(-c3ccccc3)n[nH]2)cc(OC)c1C	?	nt

Overlap with the part before: 6 entries, then new ones.
SMILES	Lipid storage S3	Lipid storage S3 cell count max
COc1ccccc1CN1CN(S(=O)(=O)c2ccccc2)c2nc3ccccc3nc21	?	nt
c1cncc(-c2nnc(SCc3cccc4ccccc34)o2)c1	?	nt
Cc1nn(C)c(C(=O)NN)c1Cl	27%	22
CCOc1ccc(Cc2nnc(SCC(=O)Nc3c(C)cccc3C)[nH]c2=O)cc1	17%	15
FC(F)C(F)(F)C(F)(F)C(F)(F)c1cc(-c2ccccc2)n[nH]1	?	nt
COc1cc(C(=O)NNC(=O)c2cc(-c3ccccc3)n[nH]2)cc(OC)c1C	?	nt
CN=C1S/C(=C\c2ccc(Cl)cc2)C(=O)N1C	?	nt
C=CCNc1ccc(C(=O)O)cc1	?	nt
c1ccc(NCc2cccnc2)cc1	i	27
Cc1cccc(N2CC(O)(c3cccs3)[N+]3=C2CCCC3)c1 (centres undefined)	?	nt
CC1(c2ccccc2)NC(=O)N(CC(=O)Nc2cc(Cl)ccc2N2CCOCC2)C1=O (centres undefined)	-1%	nt
Cc1cc(C(=O)O)oc(=O)c1	1%	-2
Cc1ccc(OCC(=O)Nc2ccccc2C(=O)N2CCCC2)cc1	?	nt
CC(C)Oc1ccc(CCC(=O)NNC(=O)CCC(=O)O)cc1	-2%	1
CCN(CC)C(=O)C1CCN(c2ncnc3c2cnn3-c2ccc(C)cc2C)CC1	4%	-9
Cc1cc(C)c2c(N)c(C(=O)NNC(=O)c3ccccc3)sc2n1	19%	12
COc1ccc2oc(C(=O)NCCN3CCOCC3)c(C)c2c1OC	?	nt
O=C(Nc1ccc([N+](=O)[O-])cc1)c1cncc(Br)c1	?	nt
O=C(Nc1cccnc1Cl)c1cc(-c2cccc(O)c2)on1	?	nt
COc1ccc(S(=O)(=O)N/N=C(/C)c2cccc(NC(=O)c3ccccc3Cl)c2)cc1	?	nt
O=C(/C=C/c1c(F)cccc1Cl)NCc1ccco1	?	nt
c1ccc(C2CCC(N3CCNCC3)CC2)cc1 (centres undefined)	15%	-11
CC(=O)c1c(N2CCN(Cc3ccc4c(c3)OCO4)CC2)nc(=S)n(-c2ccccc2)c1C	i	-9
CS(=O)(=O)c1cccc(NC(=O)C2CCCN2S(=O)(=O)c2ccc(F)cc2)c1 (centres undefined)	?	nt
O=C1CCCC(O)=C1C=Nc1ccc2c(c1)oc1ccccc12	?	nt
O=C(O)c1ccc(/C=C2\SC(=S)N(Nc3ccccc3)C2=O)cc1	0%	6
CCCN(CC(=O)Nc1ccc(F)c(F)c1F)C(=O)c1cc([N+](=O)[O-])ccc1N1CCOCC1	?	nt
COc1ccc(NC(=O)CC2C(=O)N(c3cccc(OC)c3)C(=O)N2C2CCCCC2)cc1 (centres undefined)	?	nt
COCCCNC(=O)CN(c1cc(Cl)cc(Cl)c1)S(C)(=O)=O	-1%	3
O=C(CCN1C(=O)c2ccccc2S1(=O)=O)Nc1nc2c(s1)CCCC2	?	nt
COc1cnc(-c2ccccc2)nc1Oc1ccc(Cl)cc1C	?	nt
CS(=O)(=O)N(CC(=O)N1CCCCCC1)Cc1ccc(Cl)cc1	?	nt
Cc1ccc(C2N(c3ccc(Cl)cc3)C(=O)N3CCCN23)cc1 (centres undefined)	2%	-5
CCN(C(=O)CSc1nnnn1-c1ccccc1OC)C1CCS(=O)(=O)C1 (centres undefined)	-39%[0.0737 µM]	6
CNc1c(N)n(Cc2ccccc2)c(=O)[nH]c1=O	?	nt
Cn1c(C(C(=O)NCC2CCCO2)N(CCc2ccccc2)C(=O)Cn2nnc3ccccc32)nc2ccccc21 (centres undefined)	-1%	8
CCN(c1ccc(C)c(C)c1)S(=O)(=O)c1c(C)[nH]c(=O)[nH]c1=O	?	nt
Cn1c(SCC(=O)N2c3ccccc3Sc3ccccc32)nnc1-c1ccco1	?	nt
CCOC(=O)N1CCN(C(=O)c2ccc(N(Cc3ccccc3)S(C)(=O)=O)cc2)CC1	i	nt
C=CCOc1c(Br)cc(CNc2ccc(NC(=O)CCC)cc2)cc1OCC	-15%	-14
O=C1CCCN1c1ccc(N2CCCC2=O)cc1	?	nt
O=C(c1ccccc1[N+](=O)[O-])N(CCc1ccccc1)Cc1ccccc1	?	nt
Clc1cccc(-c2nc3nc4ccccc4nc3n2Cc2ccccc2)c1	20%	8
O=C1CC2(CCCC2)C(=O)N1CN1CCN(S(=O)(=O)c2ccc(Cl)c(Cl)c2)CC1	?	nt
CCC(C)(O)c1[nH]c2ccc(C(F)(F)F)cc2c1C (centres undefined)	15%	-19
S=C(Nc1ccccc1Cl)N1CCCCC1	15%	-2
CC1=CC(C)C2C(=O)N(O)C(=O)C2C1 (centres undefined)	21µM*	-18*
CCOC(=O)CSc1nc2c(cnn2-c2ccc(C)cc2)c(=O)[nH]1	21%	nt
CC1CCCCC1NC(=O)C(C)N1C(=O)c2ccccc2C1=O (centres undefined)	5%	7
O=C(O)Cc1sc(N/N=C\c2ccccc2)nc1-c1ccccc1	?	nt
O=C(NNc1nc(-c2ccccc2)cs1)c1cccs1	?	nt

Only part of the results is shown; rates above refer to the full screens.
